Screening results (PubChem)
PLCg1 inh = inhibitors of human phospholipase C gamma1. purified PLC-gamma1, fluorogenic substrate, fluorescence. hit rate 0.84% among 370,000. AID 720700. inhibition, % at 12.2 µM; in the data active = inhibition above about 9.5%
ADAM10 inh = inhibitors of human ADAM10. O14672. recombinant ADAM10, EDANS/DABCYL FRET peptide cleavage, 3 h. inhibition, % at 7 µM. hit rate 0.62% among 370,000. AID 720582;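 active = inhibition above a per-campaign cutoff equal to the mean of compounds falling between control-based bounds plus 3 SD, cut at about 20% in these data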;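 also: 0% = DMSO wells while the 100% control is not disclosed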
ARFGAP1 inhibitor = rat ARFGAP1 inhibition; Q62848; inhibition, % at 16.5 µM; Arfgap1-stimulated ARF1 GTP hydrolysis, GDP FP detection; hit rate 0.26% among 360,000; AID 651572;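 active = inhibition above a per-plate limit, mean inhibition of low control wells plus 3 SD, cut at about 25% in these data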;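 also: 0% = DMSO wells with enzyme and 100% = wells lacking Arfgap1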
Target sequence (Q62848 1-136 limits assumed): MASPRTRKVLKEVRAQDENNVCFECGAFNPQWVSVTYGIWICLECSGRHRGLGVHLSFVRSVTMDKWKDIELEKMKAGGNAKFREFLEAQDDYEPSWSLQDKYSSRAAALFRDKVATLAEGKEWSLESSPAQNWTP
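System: truncated rat Arfgap1 GAP domain / Medium: HEPES-based buffer, pH 7.5 / Also added: N-terminally truncated human ARF1-GTP substrate / Incubation: enzyme reaction 120 min at 25 °C after 20 min preincubation / Measured by: FP of antibody-bound GDP Alexa 633 tracer, ex 620/em 688 nm / Replicates: singlicate, each compound tested once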
PLC-beta3 inh = inhibitors of human phospholipase C beta3 | Purified PLC-beta3, fluorogenic substrate, fluorescence | inhibition, % at 12.2 µM | hit rate 0.18% among 370,000 | AID 720704; in the data active = inhibition above about 11%;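 also: 0% = median of compound wells on plate and 100% = full blocker control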
Tn7 DDE FP = DD(E)-Tn7 binding inhibition, primary FP screen; P02675; FP displacement of FITC-Tn7 peptide from fibrin DD(E); 0% = median of compound wells per plate; inhibition, % at 8.3 µM; hit rate 0.13% among 370,000; AID 720508;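 active = inhibition above the mean of compounds falling within the control limits plus 3 SD of them, cut at about 14% in these data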;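 also: 0% = plate median of compound wells and 100% = 10 µM Aha-Tn7 peptide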
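Assay system: Fibrin-DD(E) protein isolated from polymerized human fibrin clots; read-out basis: percent inhibition; medium: Tris/NaCl/CaCl2 buffer, pH 7.8; signal: FP measurement; incubation: 10 min plus 3 h, room temperature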
ASAP1 GAP inh = inhibitors of human ASAP1 ArfGAP activity. Q9ULH1. ASAP1-stimulated ARF1 GTP hydrolysis, GDP FP detection. inhibition, % at 16.5 µM. hit rate 0.19% among 360,000; in the data active = inhibition above about 25%;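 also: 0% = vehicle with enzyme and substrate and 100% = no enzyme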
Target sequence (Q9ULH1 325-724 limits assumed): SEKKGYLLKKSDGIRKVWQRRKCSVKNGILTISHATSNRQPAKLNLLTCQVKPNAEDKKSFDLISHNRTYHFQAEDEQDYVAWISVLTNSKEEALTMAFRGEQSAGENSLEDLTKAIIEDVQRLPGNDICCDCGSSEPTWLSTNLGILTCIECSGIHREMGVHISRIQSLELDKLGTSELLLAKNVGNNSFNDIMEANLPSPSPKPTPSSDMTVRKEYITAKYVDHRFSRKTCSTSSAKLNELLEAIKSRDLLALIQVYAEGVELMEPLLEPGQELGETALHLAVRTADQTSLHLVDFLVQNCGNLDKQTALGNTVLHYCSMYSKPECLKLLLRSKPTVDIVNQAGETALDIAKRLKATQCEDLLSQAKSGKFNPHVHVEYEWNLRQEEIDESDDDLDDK
ADAM17 inh = ADAM17 inhibition, QFRET primary screen. hit rate 0.83% among 370,000. P78536. recombinant ADAM17, EDANS/DABCYL FRET peptide cleavage. AID 720648. inhibition, % at 6.95 µM;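 active = inhibition above the mean of compounds lying between control limits plus 3 SD, set per campaign, cut at about 8.5% in these data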;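 also: 0% = DMSO-only wells as the low control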
SIAE primary = human SIAE inhibition, primary screen | Q9HAT2 | SIAE FP-Rh probe binding, fluorescence polarization | inhibition, % at 9.66 µM | hit rate 0.69% among 370,000 | AID 1053197;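 active = inhibition above a cutoff: mean of compounds within the control limits plus 3 SD of those, cut at about 17% in these data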;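 also: 0% = plate median of compound wells and 100% = probe without SIAE protein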
Target sequence (Q9HAT2 whole entry, looked up): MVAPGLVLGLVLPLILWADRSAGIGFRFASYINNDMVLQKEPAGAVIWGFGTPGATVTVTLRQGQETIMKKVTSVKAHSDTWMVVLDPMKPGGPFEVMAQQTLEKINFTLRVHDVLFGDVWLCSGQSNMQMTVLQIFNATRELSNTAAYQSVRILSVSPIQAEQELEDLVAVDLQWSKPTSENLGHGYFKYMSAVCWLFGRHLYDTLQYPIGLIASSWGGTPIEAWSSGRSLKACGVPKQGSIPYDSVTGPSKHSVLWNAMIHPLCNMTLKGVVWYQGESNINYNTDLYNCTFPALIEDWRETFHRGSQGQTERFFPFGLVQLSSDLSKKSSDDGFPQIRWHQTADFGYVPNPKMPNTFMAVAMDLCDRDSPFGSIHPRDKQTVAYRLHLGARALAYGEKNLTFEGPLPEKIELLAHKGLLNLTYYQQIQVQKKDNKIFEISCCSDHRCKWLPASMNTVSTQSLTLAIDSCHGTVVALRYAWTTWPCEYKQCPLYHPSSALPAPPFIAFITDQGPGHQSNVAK
Tn6 DDE FP = inhibitors of Tn6 peptide binding to human fibrin DD(E) | P02675 | Fibrin DD(E) TRITC-Tn6 fluorescence polarization displacement | inhibition, % at 8.3 µM | hit rate 0.21% among 370,000 | AID 720509;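 active = inhibition above a per-campaign cutoff: mean of compounds within control limits plus 3 SD, cut at about 15% in these data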;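 also: 0% = median of all compound wells on the plate and 100% = blocking peptide control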
TDP2 absorb = TDP2 (human) inhibition, absorbance primary screen. hit rate 0.34% among 370,000. recombinant TDP2, T5PNP hydrolysis, p-nitrophenol absorbance 415 nm. inhibition, % at 12.8 µM;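 active = inhibition above the mean of all tested compounds plus 3 SD, set per campaign, cut at about 25% in these data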;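 also: 0% = DMSO with enzyme and 100% = buffer with substrate but no TDP2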
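Incubation: 2 h at 37 °C; Test system: recombinant human TDP2; Quantity: enzyme 120 nM; Read-out basis: percent inhibition; Medium: 50 mM Tris-HCl pH 7.5 with Mg2+, KCl, DTT, BSA; Repeats: single replicate; Compound: 12.8 µM single point, 1% DMSO; Signal: epi absorbance; Reagent: 5 mM T5PNP chromogenic substrate; Benchmarks: no-enzyme high, DMSO-plus-enzyme low.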
Starred values were filed as active, the others as inactive; i = inactive.

Results follow in this order: PLCg1 inh | ADAM10 inh | ARFGAP1 inhibitor | PLC-beta3 inh | Tn7 DDE FP | ASAP1 GAP inh | ADAM17 inh | SIAE primary | Tn6 DDE FP | TDP2 absorb
O=C(NC1CCCCC1)C(c1ccc(F)cc1)N(Cc1ccccc1)C(=O)CN1C(=O)c2ccccc2S1(=O)=O (stereo not drawn)
    3 | 5 | 1 | 0 | 0 | 6 | 1 | -5 | 5 | -1
CCCCc1ccc(NC(=O)CSc2nc(=O)n(CCN(CC)CC)c3c2CCCC3)cc1
    3 | -3 | -14 | -3 | -3 | -14 | -1 | -4 | -5 | -3
O=C1c2ccccc2NC(c2ccc3c(c2)OCCO3)N1c1ccc2c(c1)OCCO2 (stereo not drawn)
    -39 | -61 | -5 | -45 | -4 | 18 | -15 | -4 | -3 | -8
C(=N\Nc1ncnc2sc3c(c12)CCC3)/c1ccncc1
    -17 | -3 | 7 | -19 | 5 | -4 | -1 | -6 | -9 | -6
COc1ccccc1C(C(=O)NCc1ccc(F)cc1)N(C(=O)c1csnn1)C1CC1 (stereo not drawn)
    1 | -3 | 11 | -7 | 7 | 5 | -2 | 1 | -3 | 2
CCOC(=O)c1c(-c2ccccc2)nc2ccc(Cl)cn12
    -2 | -7 | 0 | -3 | 0 | 11 | -1 | 1 | 1 | -1
CC1=NN(C(N)=S)C(=O)C1N=Nc1cccc(C)c1 (stereo not drawn)
    0 | -2 | 3 | -6 | 4 | 2 | -5 | 3 | 2 | -2
O=C(CCNS(=O)(=O)c1ccccc1)OCC(=O)c1ccc[nH]1
    -5 | -15 | 2 | -19 | 1 | -1 | 4 | -2 | 4 | -5
O=C(COC(=O)c1ccc(S(=O)(=O)N2CCCC2)cc1)NCc1ccco1
    2 | -7 | 0 | -1 | -2 | 6 | -2 | 5 | 10 | 1
COc1ccc(/C=N/NC(=O)c2cc(C3CC3)[nH]n2)cc1OC
    -7 | -13 | 2 | -16 | 5 | 3 | -6 | -3 | 3 | -13
CCOc1ccccc1C=NNC(=O)c1cccc2ccccc12
    -4 | -12 | -8 | -6 | -1 | -7 | -3 | -11 | -3 | -6
CCOC(=O)C1CCCN(C(=O)c2cc3ccccc3cc2OC)C1 (stereo not drawn)
    -4 | -18 | 4 | -6 | -2 | -6 | -9 | 3 | 5 | 0
CCOc1ccc2[nH]c(C(=O)N/N=C/c3cccc(OC)c3OC)cc2c1
    -228 | -98 | 16 | -361 | -4 | 8 | -37 | -21 | -2 | -14
Cc1noc(NS(=O)(=O)c2ccc(N3CC(O)=C(c4ccccc4)C3=N)cc2)c1C
    -3 | 3 | 13 | -2 | 0 | -8 | -1 | -1 | -5 | 4
Cc1ccc(N2CN(Cc3cccnc3)CNC2=S)cc1
    3 | 4 | -6 | 3 | -6 | 2 | -3 | 3 | 6 | 0
COc1ccccc1CNC(=O)C1CCN(S(=O)(=O)N2CCCCC2)CC1
    -3 | -5 | -19 | -1 | 4 | 1 | -5 | -4 | -1 | 0
Cn1c(=O)c(C(=O)NCc2ccccc2)c(O)c2ccccc21
    -3 | -2 | -9 | -7 | 4 | -6 | -4 | -7 | 0 | -6
Cc1cc(=O)[nH]c(N2CCCCC2)n1
    0 | -10 | 9 | 1 | 5 | 2 | -4 | 6 | 3 | 5
Cc1cc(C)nc(NC(=O)CCN2C(=O)c3ccccc3S2(=O)=O)n1
    3 | -5 | 1 | -7 | -5 | -5 | 0 | 1 | 7 | 13
CN(C)c1nc(N)nc(CSc2nc3c(c(=O)n(C)c(=O)n3C)n2Cc2ccccc2F)n1
    2 | 2 | -6 | -2 | -2 | 13 | -1 | 5 | 2 | -21

Remaining list, next part
Results follow in this order: PLCg1 inh | ADAM10 inh | ARFGAP1 inhibitor | PLC-beta3 inh | Tn7 DDE FP | ASAP1 GAP inh | ADAM17 inh | SIAE primary | Tn6 DDE FP | TDP2 absorb
CC(=O)NCCNc1nc2cc(-c3ccccc3)sc2c(=O)n1C
    1 | -54 | -4 | -2 | -4 | 28* | -16 | -18 | 5 | -10
Cn1c(=O)c2c(nc(N3CCN(c4ccc([N+](=O)[O-])cc4)CC3)n2C)n(C)c1=O
    2 | -7 | 0 | -3 | 0 | 3 | -3 | -2 | -3 | -6
CC(=O)OCCN1c2ccccc2Sc2cnccc21
    -52 | -37 | 1 | -62 | 10 | 2 | -6 | 2 | -4 | -4
Cc1cnc(C(=O)Nc2ccc(C)c(S(=O)(=O)N3CCCCCC3)c2)cn1
    -1 | -8 | 8 | -8 | -5 | 6 | 0 | -2 | -6 | 5
Cc1nc2ccc(NC(=O)COc3cccc(F)c3)cc2s1
    -5 | -4 | 2 | 1 | 5 | 8 | -3 | 1 | 3 | -8
COc1cc(CC(=O)NCCc2ccc(OCc3ccccc3)cc2)c([N+](=O)[O-])cc1OC
    1 | 4 | 1 | 4 | -2 | 8 | -2 | -2 | 3 | 3
CCOC(=O)c1c(S(=O)(=O)N(C)Cc2ccco2)c(C)n(C)c1C
    -1 | -6 | -4 | -6 | 1 | -9 | -3 | -1 | 2 | -5
CC(O)(c1ccccc1)C(C(c1ccccc1)N1CCOCC1)N1CCOCC1 (stereo not drawn)
    1 | -9 | -4 | 3 | 6 | 0 | -1 | -4 | 5 | -13
Cc1ccc2c(c1)N(CC(=O)NCc1cccs1)C(=O)CO2
    -2 | 2 | 0 | 0 | -1 | -4 | -2 | -1 | 14 | -8
C=CCOc1cccc(C2/C(=C(/O)c3ccc(C)cc3)C(=O)C(=O)N2CCN2CCOCC2)c1 (stereo not drawn)
    1 | 12 | -5 | 2 | 1 | 12 | -5 | -3 | -3 | 2
Nc1nc(SCC(=O)Nc2ccccc2C(F)(F)F)[nH]c(=O)c1-c1ccccc1
    1 | 8 | 3 | 3 | -2 | 3 | -1 | 5 | -2 | 5
N#Cc1cc2c(nc1SCc1ccc(Cl)nc1)CCCCC2
    0 | -5 | 1 | -7 | 5 | -1 | -4 | -3 | 8 | 4
CCC1(c2ccc(F)cc2)NC(=O)N(CC(=O)NC2CC2)C1=O (stereo not drawn)
    6 | -3 | -4 | -3 | -4 | -11 | -2 | 12 | -5 | 2
Cc1c(OCC(=O)N2CCC(C(=O)NCCCC(=O)O)CC2)ccc2c1oc(=O)c1ccccc12
    -494 | i | 6 | i | 4 | 7 | -459 | -10 | 1 | -1
O=C(COC(=O)c1ccc2c(c1)OCCO2)Nc1ccc(F)cc1F
    -4 | 3 | -5 | 0 | 4 | -4 | -1 | -1 | 4 | 5
CC1CN(c2nc3c(c(=O)n(C)c(=O)n3C)n2Cc2c(Cl)cccc2Cl)CC(C)O1 (stereo not drawn)
    -1 | 2 | -8 | -6 | -3 | -6 | -1 | 1 | -5 | 13
CCOC(=O)C1(C)/C(=N/Nc2ccccc2)C(=O)C(=O)N1c1ccccc1 (stereo not drawn)
    -2 | -2 | -5 | -2 | 3 | -11 | -4 | 10 | 2 | 0
CCc1ccc(NC(=S)Nc2ccc3[nH]c(=O)[nH]c3c2)cc1
    -1 | -6 | -5 | -9 | 6 | 11 | -7 | 1 | 3 | 6
COCCn1c(N)c(N(Cc2ccccc2)C(=O)C2=COCCO2)c(=O)[nH]c1=O
    -13 | -8 | 2 | -20 | -8 | -4 | -11 | 2 | -3 | -2
C/C(=N\NS(=O)(=O)c1ccc(Br)cc1)c1ccc(-n2ccnc2)cc1
    3 | 3 | -11 | -4 | 0 | 6 | 1 | -2 | 2 | -10

Next entries
Results follow in this order: PLCg1 inh | ADAM10 inh | ARFGAP1 inhibitor | PLC-beta3 inh | Tn7 DDE FP | ASAP1 GAP inh | ADAM17 inh | SIAE primary | Tn6 DDE FP | TDP2 absorb
Cc1ccccc1SCc1noc(C(=O)NC(C)C)c1C(=O)O
    -2 | 3 | 3 | -2 | 8 | -1 | -5 | 1 | -1 | 11
CSC[C@@H]1NC(=S)N(c2ccc(C)cc2)C1=O
    4 | 5 | -2 | 1 | 5 | 11 | 4 | 52* | 9 | -7
N#Cc1c(=O)c2nc(NCCCO)ncc2n2c(=O)c3ccccc3[nH]c12
    -404 | -5 | 7 | i | 0 | 6 | 0 | -14 | -14 | -9
CN(C)CCCNc1oc(-c2ccccc2)nc1C#N
    -423 | i | 10 | i | 5 | 4 | -180 | 4 | -6 | -1
COc1ccc(C(=O)Oc2ccc3ccc(=O)oc3c2)cc1
    -63 | -111 | 3 | -94 | 6 | -1 | -48 | -10 | 13 | -16
COc1ccc(C(=O)OCc2ccccc2F)cc1S(=O)(=O)N1CCCC1
    0 | 3 | -13 | -9 | 8 | -5 | -1 | 3 | 3 | 3
CCOC(=O)CCCCCC(=O)Nc1ccc2c(c1)C(=O)N([C@H](C)CO)C[C@@H](C)[C@H](CN(C)Cc1ccc3c(c1)OCO3)O2
    -6 | -8 | 7 | 3 | 1 | -15 | -2 | 3 | 5 | -3
COc1nc(NCc2ccco2)nc(NC2CCCCC2)n1
    0 | 1 | -10 | 0 | -13 | -3 | -3 | 4 | -4 | 0
COc1ccc(NS(=O)(=O)c2ccc(O)c(NC(=O)c3ccc(S(=O)(=O)N4CCCC4)cc3)c2)cc1
    4 | 17 | 5 | -10 | 5 | 3 | 0 | -18 | -3 | -26
COc1ccc(/C(O)=C2/C(=O)C(=O)N(CCN3CCOCC3)C2c2cccnc2)cc1OC (stereo not drawn)
    -1 | -4 | 7 | -7 | 8 | 2 | -2 | -3 | -2 | 1
COc1ccc2c(c1)c1nc3n(c(=O)c1n2CC(=O)Nc1cc(C)[nH]n1)CCS3
    -29 | -222 | 3 | -36 | -5 | -12 | -67 | -8 | -6 | 13
Cc1nn(C)c(C)c1NS(=O)(=O)c1cccc(Br)c1
    3 | -6 | -2 | -2 | 5 | 2 | -3 | 8 | -2 | 7
Cc1ccc(NC(=O)C(=O)NCCOc2ccccc2Cl)cc1
    2 | 8 | 1 | -1 | 10 | 2 | 6 | 3 | 6 | -1
NC(=O)C(=O)N/N=C/c1c2ccccc2cc2ccccc12
    -41 | -4 | 12 | -49 | 5 | 2 | -1 | 2 | 3 | 7
O=C(CSc1ncccn1)NCc1ccccc1Cl
    2 | -4 | -5 | 0 | 7 | 0 | -2 | 0 | -2 | 2
Oc1ccc2ccccc2c1CNc1ccc2ccccc2c1
    -72 | -53 | 30* | -87 | -1 | 19 | -11 | 8 | 0 | -2
O=C(Nc1ccc2c(c1)OCO2)C1CC(c2ccc(Cl)cc2)=NO1 (stereo not drawn)
    1 | 0 | -7 | 0 | 2 | -3 | -2 | -1 | 6 | 8
